Compound activity (PubChem BioAssay)
HSP90 refold inh: blocks HSP90-mediated luciferase refolding in reticulocyte lysate. actives 0.91% (n = 290,000). Rabbit reticulocyte lysate, luciferase refolding luminescence, 3 h. inhibition, % at 5.6 µM;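 active means inhibition above the screen-wide mean plus 3 SD, computed separately per campaign, cut at about 16% in these data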;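 further: 0% = DMSO wells and 100% = 60 µM geldanamycin wells; inhibitors lower the luminescence because luciferase stays unfolded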
GSK3A inh: human GSK-3 alpha kinase inhibition. P49840. ADP-Glo luminescence, 60 min. inhibition, % at 10 µM. actives 0.1% (n = 320,000);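 in the data active means inhibition above about 50%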;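 further: GST-tagged GSK-3 alpha with peptide substrate and 25 µM ATP; 0% = DMSO neutral wells and 100% = GW8510 positive control wells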
Target sequence (P49840 whole entry, looked up): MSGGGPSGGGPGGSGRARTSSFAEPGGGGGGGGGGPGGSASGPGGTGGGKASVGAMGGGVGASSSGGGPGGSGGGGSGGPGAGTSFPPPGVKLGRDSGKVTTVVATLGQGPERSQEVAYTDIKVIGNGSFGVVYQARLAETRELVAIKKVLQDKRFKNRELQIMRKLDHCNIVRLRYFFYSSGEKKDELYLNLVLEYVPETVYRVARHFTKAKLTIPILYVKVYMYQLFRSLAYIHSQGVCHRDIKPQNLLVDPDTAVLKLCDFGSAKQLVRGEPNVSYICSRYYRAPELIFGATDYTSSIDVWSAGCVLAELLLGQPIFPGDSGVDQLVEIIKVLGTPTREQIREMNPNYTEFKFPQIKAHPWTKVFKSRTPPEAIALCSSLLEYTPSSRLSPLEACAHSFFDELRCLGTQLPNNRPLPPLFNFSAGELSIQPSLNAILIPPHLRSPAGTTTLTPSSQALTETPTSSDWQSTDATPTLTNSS
aSyn UTR inh: MLPCN primary screen, SNCA 5' untranslated region | alpha-synuclein 5'UTR reporter, inhibitor activity | inhibition, % (tested at 7.5 µM) | AID 1813 | actives 0.82% (n = 300,000); in the data active means inhibition above about 60%; inconclusive means no clear call, values can overlap the other calls;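 further: H4 neuroglioblastoma cells stably carrying SNCA 5'UTR luciferase fusion; 0% = DMSO wells and 100% = positive control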
KLF5 inhibitor: kruppel-like factor 5 inhibition; inhibition, % at 5 µM; AID 1700; actives 0.23% (n = 290,000); DLD-1 KLF5 promoter-luciferase reporter, luminescence;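 active means inhibition above a per-plate limit of that plate's mean compound inhibition plus 3 SD, cut at about 60% in these data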;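 further: 0% = DMSO wells and 100% = LY294002 at 200 µM; higher means less KLF5 promoter-driven luciferase light; inactives centre near -14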
Dyrk1A ADPGlo: Dyrk1A (rat) kinase inhibition | Q63470 | ADP-Glo luminescence, NFATc1 peptide | inhibition, % at 12.5 µM | actives 0.43% (n = 310,000); in the data active means inhibition above about 50%;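 further: plate controls were vehicle with enzyme for no effect and no enzyme for full effect; many of its hits are not listed in these tables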
IEC-6 tox: counter-screen for KLF5 inhibitors: cytotoxicity in IEC-6 cells | actives 0.78% (n = 290,000) | IEC-6 cytotoxicity, luminescence viability | inhibition, % at 5 µM | AID 1825; in the data active means inhibition above about 22%;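 further: 0% = plate median of test compound wells and 100% = cytotoxic reference compound wells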
Platelet DG rel: modulates dense granule release in human platelets; human platelet-rich plasma, SFLLRN dense granule ATP release, luminescence; inhibition, %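 (compounds screened at 7.5 µM in platelet-rich plasma)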; AID 1663; actives 0.22% (n = 300,000);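 active means mean replicate score, as percent of positive control, at or above 50; inconclusive means mean below 50 but at least one replicate at or above 50; inactive means mean and every replicate below 50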
HSF1 inh: HSF1 inhibition; NIH3T3-HGL HSE-luciferase, MG132-induced, luminescence 8 h; hits give low values; activity change, negative = inhibition, % at 7.5 µM (by protocol); actives 0.77% (n = 300,000); AID 2098;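 active means more than half of replicate wells show activity change below -50%, luminescence cut by over half; inconclusive means some wells, but at most half, below -50%; inactive means no replicate well below -50%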;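 further: luciferase reports HSF-1 transcriptional activity via heat shock element; 0% = median of DMSO wells and -100% = zero luminescence signal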
HSF1 activator: increases HSF-1 driven luciferase reporter signal; actives 1.7% (n = 300,000); AID 504408; activation, % at 9 µM; NIH3T3-HGL HSF-1 luciferase reporter, MG132, 8 h; 100% = twice DMSO control signal;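 active means mean replicate activation of at least 50% with a set share of replicates each reaching 50%; inconclusive means only one of those two conditions met; inactive means mean below 50% and too few replicates reaching it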;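 further: 0% = median of the neutral control wells and 100% = twice that signal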
GSK3B inh: blocks human GSK3beta kinase activity. P49841. GST-GSK3beta kinase, ADP-Glo luminescence, 60 min; hits give low values. activity score (negative = inhibition), % at 10 µM. actives 0.038% (n = 300,000);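 active means more than half of replicate wells score below -50%, meaning over 50% inhibition versus plate controls; inconclusive means some replicates but at most half score below -50%; inactive means no replicate scores below -50%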;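 further: 0% = median DMSO wells and -100% = median GW8510 positive control wells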
Target sequence (P49841 whole entry, looked up): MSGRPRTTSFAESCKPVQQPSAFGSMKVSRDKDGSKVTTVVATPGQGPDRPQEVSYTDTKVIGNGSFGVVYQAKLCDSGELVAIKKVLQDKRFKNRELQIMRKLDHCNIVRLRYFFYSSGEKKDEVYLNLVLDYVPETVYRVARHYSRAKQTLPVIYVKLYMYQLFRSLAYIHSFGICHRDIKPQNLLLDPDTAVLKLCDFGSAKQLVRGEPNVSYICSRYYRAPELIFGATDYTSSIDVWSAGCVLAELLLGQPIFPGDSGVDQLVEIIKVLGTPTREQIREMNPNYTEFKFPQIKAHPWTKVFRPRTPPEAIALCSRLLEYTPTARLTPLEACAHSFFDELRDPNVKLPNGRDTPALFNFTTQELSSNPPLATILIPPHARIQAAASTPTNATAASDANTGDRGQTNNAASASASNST
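Test system: GST-fused GSK3beta enzyme, cell-free | Quantity: 1.6 ng GST-GSK3beta enzyme per well | Reagent: 25 µM ATP with peptide substrate | Schedule: 60 min enzyme reaction, room temperature | Signal: Luminescent ADP-Glo measurement of ADP formed | Read-out basis: Score relative to plate controls | Control set: DMSO and 20 µM GW8510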
* marks the source's active call; other numbers are inactive results; ? = inconclusive; · = no result given. This is a subset, so the mix of outcomes need not match the whole.

SMILES	HSP90 refold inh	GSK3A inh	aSyn UTR inh	KLF5 inhibitor	Dyrk1A ADPGlo	IEC-6 tox	Platelet DG rel	HSF1 inh	HSF1 activator	GSK3B inh
Cc1cc(C)n(-c2ccc(NC(=O)C3CCN(Cc4ccc(C)o4)CC3)cc2)n1	-5	0	15	-2	0	-2	3	0	-3	-4
COc1cc(OC)c(OC)cc1CNCCSc1nnnn1C	-5	-1	-17	-36	·	0	-5	14	-4	1
COC(=O)CSc1nnc(C2COc3ccccc3O2)n1-c1ccccc1 (stereo not drawn)	4	2	1	-13	·	0	12	-4	3	-3
CN(C(=O)C(=O)c1cn(CC(=O)N2CCCC2)c2ccccc12)C1CCCCC1	-2	2	-4	-4	0	3	3	2	6	4
CC(=O)Nc1ccc2c(CSc3nnc(-c4cccnc4)n3-c3ccc(C)cc3C)cc(=O)oc2c1	-2	-3	24	-38	-2	-6	2	-3	12	-2
Cn1c(=O)c(=O)n(C)c2cc(S(=O)(=O)CCC(=O)Nc3ccc(C(F)(F)F)cc3)ccc21	-1	-1	-5	-15	0	-7	-15	5	11	3
COc1cc(NC(=O)CCC2CCCC2)cc(-n2cnnn2)c1	2	-2	8	-18	-4	-2	2	-3	25	0
Cn1c(SCC(=O)N2CCN(S(=O)(=O)c3ccccc3)CC2)nc2ccccc21	3	2	-4	-13	-5	-1	-2	0	-3	1
Nc1cccc(NC(=O)CCC(=O)NCc2ccco2)c1	-1	-2	13	-26	15	1	5	3	7	1
Cc1c(C)c2c(OCC(=O)O)cc3c(c2oc1=O)CCC(C)(C)O3	0	0	19	-31	-4	-5	3	-7	-2	3
O=C1Nc2cc3c(cc2Sc2ccccc21)OCCO3	1	2	8	-4	-5	2	30	2	16	3
NC(=O)CC(NC(=O)c1cccc(Br)c1)c1ccc(NC2CCC2)c([N+](=O)[O-])c1 (stereo not drawn)	-2	0	-3	-4	·	0	1	6	11	-3
Cc1cc(N2CC(C(=O)O)CC2=O)ccc1Br (stereo not drawn)	0	-2	3	-28	-5	-7	-6	2	3	-4
CCOC(=O)c1cc2sc(C)cc2n1CCCN1C(=O)c2ccccc2C1=O	5	-2	-14	-10	-6	1	-1	15	17	-2
CCCc1ccc(-c2ccc(F)c(N)c2)nc1	53*	-2	99*	-13	2	4	?	1	-5	-7
O=C(NCc1ccccc1)c1c[nH]c2ccc(F)cc2c1=O	0	0	3	-20	-2	8	2	-6	-5	-6
O=C1CC(CSc2ccc(Cl)cc2)=NN1	-2	-2	7	-15	-3	0	6	2	2	2
COc1ccc(-c2nnc(SC(C)C(=O)Nc3c(C)n(C)n(-c4ccccc4)c3=O)o2)cc1 (stereo not drawn)	-2	-1	7	-31	4	-4	9	0	-8	-1
CCOc1cc(Br)c(C(C)NC(=O)c2cccnc2)cc1OCC (stereo not drawn)	·	-3	10	·	·	·	4	2	0	-2
Cc1cccc(C)c1Nc1nnc(SCc2cn3cccc(C)c3n2)s1	-3	1	11	-29	0	-12	1	16	32	-3
COc1ccccc1Oc1ccc2c(c1)C(=O)N(c1ccc(Br)c3cccnc13)C2=O	-1	-1	3	-10	-1	5	1	-75*	-81	-2
O=C(NC1CCCC1)C1CCN(C(=O)c2ccc(-c3ccccc3)cc2)CC1	0	-1	31	-10	·	-1	-35	2	14	2
O=C1CCC(C(=O)N2CCCCCC2)CN1Cc1cccc(C(F)(F)F)c1 (stereo not drawn)	-4	-3	22	0	-2	1	1	-2	-22	-1
CCCC(O)(CCN1CCOCC1)c1ccc(Cl)cc1 (stereo not drawn)	4	-1	-1	-8	-6	0	-1	-6	6	-2
COc1ccc(NC(=O)NCCCN2CCN(c3cc(C)ccc3C)CC2)cc1	0	-2	24	-9	1	4	-2	-12	-10	-1

A run of entries from further up, for reference:
SMILES	HSP90 refold inh	GSK3A inh	aSyn UTR inh	KLF5 inhibitor	Dyrk1A ADPGlo	IEC-6 tox	Platelet DG rel	HSF1 inh	HSF1 activator	GSK3B inh
Cc1cccc(C)c1Nc1nnc(SCc2cn3cccc(C)c3n2)s1	-3	1	11	-29	0	-12	1	16	32	-3
COc1ccccc1Oc1ccc2c(c1)C(=O)N(c1ccc(Br)c3cccnc13)C2=O	-1	-1	3	-10	-1	5	1	-75*	-81	-2
O=C(NC1CCCC1)C1CCN(C(=O)c2ccc(-c3ccccc3)cc2)CC1	0	-1	31	-10	·	-1	-35	2	14	2
O=C1CCC(C(=O)N2CCCCCC2)CN1Cc1cccc(C(F)(F)F)c1 (stereo not drawn)	-4	-3	22	0	-2	1	1	-2	-22	-1

The results go on:
SMILES	HSP90 refold inh	GSK3A inh	aSyn UTR inh	KLF5 inhibitor	Dyrk1A ADPGlo	IEC-6 tox	Platelet DG rel	HSF1 inh	HSF1 activator	GSK3B inh
Cn1cnnc1SCC(=O)Nc1ccc(S(=O)(=O)N2CCCC2)cc1	2	0	9	9	-5	4	4	-3	26	-2
Cc1cc(C)cc(NC(=O)CSc2ccccc2)c1	1	-1	-7	-34	7	-6	-1	0	8	1
Cc1ccc(NC(=O)c2cc3cc(OC(F)(F)F)ccc3[nH]2)cc1	-2	-2	-77	-10	·	-1	3	9	12	-1
Cn1c(=NC(=O)c2ccc(S(=O)(=O)N3CCCc4ccccc43)cc2)sc2cc(S(C)(=O)=O)ccc21	-4	2	-7	-15	-1	0	-11	-9	-6	3
Cc1nc2ccc(S(=O)(=O)NC(C(=O)Nc3nccs3)C(C)C)cc2s1 (stereo not drawn)	-3	-2	4	-8	6	-4	-3	2	-1	2
COC(=O)c1sccc1NC(=S)N1C(C)CCCC1C (stereo not drawn)	-1	-4	8	3	11	2	10	1	2	1
Cc1csc(/N=C/N(C)C)c1C#N	1	1	-9	-16	-2	-8	7	-2	25	5
CC(=O)Oc1ccc(C(=O)Nc2cc(C)ccc2NC(=O)COc2ccccc2)cc1	-2	0	-6	11	-2	-2	18	10	44	0
O=C(COC(=O)Cn1cnc2ccccc21)NCCC1=CCCCC1	2	-1	-22	1	-5	-5	3	-1	-12	·
Cc1nc(NC(=O)C2CC2)sc1C(=O)N(C)C	-2	0	14	-19	1	-3	-1	-4	4	3
COc1ccc(S(=O)(=O)N2CCC(C(=O)Nc3ccccc3N3CCCCC3)CC2)cc1OC	-2	1	24	14	-1	-7	-2	8	4	2
O=C(Nc1ccc(S(=O)(=O)N2CCOCC2)cc1)c1ccc(S(=O)(=O)N2CCOCC2)cc1	-2	-1	-8	-13	5	-8	4	-3	6	0
O=C1CCCC2=C1C(c1ccncc1)c1c(nc(SCc3ccccc3)[nH]c1=O)N2 (stereo not drawn)	-2	-1	9	-23	-5	-2	3	-2	-3	-1
CCOC(=O)Cc1csc(NC(=O)/C=C/c2ccc(Cl)cc2)n1	-2	-4	-64	-28	-9	-6	14	10	33	2
CCN(CC)c1ccc(/C=N/NC(=O)c2c(Cl)cnn2C)c(O)c1	-8	5	90*	35	1	8	5	-12	0	2
CCOC(=O)C(Cc1ccccc1)C(=O)Nc1cccc2ccccc12 (stereo not drawn)	1	1	-22	-4	-4	3	3	2	4	-2
COc1ccccc1C(=O)N1CCN(C(=O)COc2cccc(C)c2)CC1	3	·	5	0	9	5	8	-3	-9	3
COc1cc2c(cc1OC)CN(Cc1cc(OC)c3c(c1)OCO3)CC2	2	-2	-12	-13	1	3	-6	-11	0	1
O=C(Nc1ccccn1)c1cc2ccccc2o1	69*	0	42	-34	13	6	?	-19	-21	-4
O=C(CCC(=O)OC(C(=O)c1ccccc1)c1ccccc1)Nc1ccccc1 (stereo not drawn)	0	-3	-13	-49	·	0	-5	2	34	1
Cc1[nH]c2ccccc2c1C(=O)CSC(=S)N1CCCCC1	-4	-1	-159	-117	-5	4	-12	36	54*	2
O=C(Nc1ccccc1)/C(=C\c1ccccc1)NC(=O)c1ccco1	1	2	-5	-3	·	-1	17	-2	-1	-1
O=C(NCC1CCCO1)c1onc(CSc2ccccc2)c1C(=O)O (stereo not drawn)	-4	-4	9	-21	-5	-1	-2	-5	-5	6
COc1ccc(C2NC(=O)CCC2[N+](=O)[O-])c(OC)c1 (stereo not drawn)	0	-1	10	-34	6	1	-2	16	56*	·
Cc1ccccc1C(=O)Nc1ccc2c(c1)OCO2	22*	0	37	-46	4	-7	28	17	38	-2
Following part.
SMILES	HSP90 refold inh	GSK3A inh	aSyn UTR inh	KLF5 inhibitor	Dyrk1A ADPGlo	IEC-6 tox	Platelet DG rel	HSF1 inh	HSF1 activator	GSK3B inh
CCOC(=O)C1=C(CNCc2ccc(F)cc2)NC(=O)NC1c1cccc([N+](=O)[O-])c1 (stereo not drawn)	5	0	6	12	-7	4	26	15	9	0
Cc1cccc(C)c1Nc1c(-c2ccccc2O)nc2ncccn12	0	-1	24	-5	1	-5	10	10	3	2
COC(=O)C1C(=O)C2=C(CC1C)NC(C)=C(C(=O)OCc1ccc(OC)cc1)C2c1ccc(C)o1 (stereo not drawn)	1	-2	3	1	2	1	12	66	112*	-2
O=C(NCc1ccc(-c2nc3ccccc3s2)cc1)c1ccco1	8	-1	-34	-102	2	5	-1	13	45	0
O=C(CNC(=O)c1ccco1)OCC(=O)c1ccc(Cl)cc1Cl	1	-2	-9	10	3	-4	-10	-9	8	4
CCn1c(=O)c(C(=O)NCCCc2ccccc2)c(O)c2ccccc21	0	-2	27	-29	-3	-1	15	1	25	-3
CCN(C(=O)COC(=O)c1c(-c2ccccc2)noc1C)C1CCS(=O)(=O)C1 (stereo not drawn)	3	1	-3	-20	-1	13	-4	6	1	1
CCc1noc(C)c1C(=O)N1CCN(S(=O)(=O)c2ccc(C(C)C)cc2)CC1	·	-3	9	·	0	·	-8	4	0	-3
O=S(=O)(NC1CCCCC1)c1ccc(Br)cc1	1	-2	4	4	-4	1	-4	-5	3	-1
COc1ccc(CCN2Cc3c(cccc3[N+](=O)[O-])C2=O)cc1OC	8	4	10	31	-1	11	-16	-2	-15	-1
CCOC(=O)CN1C(=O)CC(c2ccc([N+](=O)[O-])cc2)C1=O (stereo not drawn)	-1	-2	9	-1	-6	4	3	-2	-20	0
Cc1sc2ncn(CC(=O)NCC(=O)N(C)Cc3ccccc3)c(=O)c2c1C	0	-1	6	-13	-10	0	-1	-1	-2	0
CCN1CCN(C(=O)/C=C/c2ccc([N+](=O)[O-])cc2)CC1	2	1	14	-39	-5	7	22	-8	-6	2
O=C(CSc1ccccc1)Nc1cc(S(=O)(=O)N2CCOCC2)ccc1N1CCOCC1	1	-2	4	-8	2	4	-1	11	10	2
CC1Cc2ccccc2N1C(=O)c1cc2cccnc2n(C)c1=O (stereo not drawn)	·	-4	16	·	-5	·	-14	8	6	3
CN(C)c1ccc(NC(=O)COC(=O)CCC(=O)c2ccc(F)cc2)cc1	-2	-2	22	0	-3	-1	4	4	25	1
CCCN1C(=O)c2cc(C(=O)Nc3ccc(OC)cc3OC)ccc2C1Nc1ccc(OC)cc1OC (stereo not drawn)	0	-3	-13	-21	0	4	5	1	1	1
O=C(Cc1c(Cl)cccc1Cl)OCc1ccccn1	3	-2	-124	-71	-1	0	17	10	7	2
